Screening data: PubChem, National Center for Advancing Translational Sciences (NCATS)
GPT2 inhibitor = inhibitors of human GPT2 alanine aminotransferase; Q8TD30; Recombinant GPT2, coupled pyruvate oxidase/HRP Amplex Red fluorescence; Potency, µM (top dose mostly 57.7 µM), for inactives: at the highest dose activity change, negative = inhibition, most hits filed as inhibitors; 100,000 tested, 0.25% active; AID 1671188; also: potency is read from the fitted curve at half-maximal effect; nearly all actives have a fitted effect of over 60% in size; many of its hits are not listed in these tables
Target sequence (Q8TD30 whole entry, looked up): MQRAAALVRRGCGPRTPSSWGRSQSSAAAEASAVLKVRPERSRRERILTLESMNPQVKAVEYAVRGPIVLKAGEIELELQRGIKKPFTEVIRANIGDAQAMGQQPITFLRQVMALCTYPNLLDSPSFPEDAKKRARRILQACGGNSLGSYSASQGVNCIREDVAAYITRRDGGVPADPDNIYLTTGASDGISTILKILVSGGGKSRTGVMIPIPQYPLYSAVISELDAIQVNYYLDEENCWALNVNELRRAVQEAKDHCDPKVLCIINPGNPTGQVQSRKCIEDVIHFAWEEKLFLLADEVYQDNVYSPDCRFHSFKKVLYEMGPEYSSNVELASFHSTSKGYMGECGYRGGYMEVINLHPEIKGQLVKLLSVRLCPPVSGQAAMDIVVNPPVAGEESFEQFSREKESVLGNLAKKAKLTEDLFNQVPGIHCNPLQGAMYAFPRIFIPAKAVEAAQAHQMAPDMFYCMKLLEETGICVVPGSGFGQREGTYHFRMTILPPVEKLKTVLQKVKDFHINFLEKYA
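Recombinant GPT2 (10ng/uL) with 250uM a-KG and 2mM L-alanine, 30 min at room temperature, in HEPES pH 7.5 buffer. Pyruvate detected by pyruvate oxidase/HRP/Amplex Red fluorescence after 30 min in the dark; AOA (50uM) as positive control.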
SNCA viab count = reduces viability of HEK-293 SNCA reporter cells. HEK-293-SNCA-luc viability, GF-AFC fluorescence, 24 h. 150,000 tested, 0.12% active. Potency, µM (doses to about 57.1 µM), inactives show at the highest dose activity change, negative = cytotoxicity, hits mostly cytotoxic;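 also: potency is read from the fitted curve at half-maximal effect; 0% = DMSO-treated cells and -100% = medium-only wells without cells; nearly all actives have a fitted effect of over 30% in size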
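Cytotoxicity counterscreen: after 24 h compound treatment of genome-edited SNCA-luciferase HEK-293 cells, live-cell protease substrate GF-AFC read by fluorescence after 30 min; activity scaled between DMSO (0%) and medium-only (-100%), curves Hill-fitted.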
HEK293 tox = HEK 293 cell cytotoxicity. HEK 293 viability, ATP luminescence (CellTiter-Glo), 48-72 h. Potency, µM (titrated, usually from 115 µM), for inactives: at the top dose activity change, negative = cytotoxicity, hits mostly inhibitors. 94,000 tested, 6.6% active; also: potency is read from the fitted curve at half-maximal effect; nearly all actives have a fitted effect of over 60% in size
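Read-out: CellTiter-Glo ATP luminescence. Cells: HEK 293, 250 cells/well. Exposure: 48 or 72 hr, 37 degree Celsius.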
NIH3T3 tox = NIH 3T3 cell cytotoxicity; NIH 3T3 viability, CellTiter-Glo ATP luminescence, 48-72 h; 94,000 tested, 4.3% active; Potency, µM (series often up to 96.7 µM), for the others: top-dose activity change, negative = cytotoxicity, actives largely listed as inhibitors; AID 1345082; also: potency is read from the fitted curve at half-maximal effect; nearly all actives have a fitted effect of over 55% in size
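Cells were seeded at 400 per well, treated with pin-transferred compound, and kept 48 or 72 hr at 37 °C before CellTiter-Glo addition and luminescence imaging of cellular ATP.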
SNCA expr inhib = inhibitors of alpha-synuclein (SNCA) gene expression. AID 1671194. 140,000 tested, 0.17% active. Potency, µM (series often up to 57.2 µM), for inactives: at the highest dose activity change, negative = inhibition, hits mostly inhibitors. HEK-293 SNCA-luciferase knock-in, luminescence, 24 h;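 also: potency is read from the fitted curve at half-maximal effect; plate controls were DMSO cells for no effect and cell-free wells for full effect; nearly all actives have a fitted effect of over 45% in size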
FLuc inh = Photinus pyralis luciferase inhibition; P08659; 76,000 tested, 2.5% active; purified P. pyralis luciferase, luminescence, biochemical; Potency, µM (series often up to 115 µM), for inactives: top-dose activity change, negative = inhibition, actives largely listed as inhibitors; also: potency is read from the fitted curve at half-maximal effect; nearly all actives have a fitted effect of over 65% in size
Target sequence (P08659 whole entry, looked up): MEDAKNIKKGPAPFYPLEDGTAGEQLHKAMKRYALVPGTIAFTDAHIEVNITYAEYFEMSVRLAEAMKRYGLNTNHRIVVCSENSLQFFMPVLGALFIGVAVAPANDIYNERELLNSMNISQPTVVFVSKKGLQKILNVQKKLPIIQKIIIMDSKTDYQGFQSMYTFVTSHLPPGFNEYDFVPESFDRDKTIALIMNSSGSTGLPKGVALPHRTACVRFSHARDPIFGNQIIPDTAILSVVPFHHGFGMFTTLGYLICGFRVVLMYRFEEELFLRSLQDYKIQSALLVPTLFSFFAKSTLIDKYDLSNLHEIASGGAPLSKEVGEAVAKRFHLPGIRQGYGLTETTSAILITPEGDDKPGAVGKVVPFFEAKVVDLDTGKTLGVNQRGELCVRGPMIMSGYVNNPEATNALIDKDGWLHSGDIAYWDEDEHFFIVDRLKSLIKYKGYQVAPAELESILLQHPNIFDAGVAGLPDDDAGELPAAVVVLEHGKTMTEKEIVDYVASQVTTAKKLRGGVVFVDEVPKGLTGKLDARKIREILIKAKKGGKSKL
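Luminescence read by CCD imager after adding enzyme (10nM final) to wells holding compound, titrated in qHTS. Substrates 10uM each D-luciferin and ATP; buffer 50mM Tris acetate pH 7.5, 10mM Mg acetate, Tween-20, BSA.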
IP6K1 inh = blocks human inositol hexakisphosphate kinase 1; activity change, % (series mostly up to about 58 µM); 140,000 tested, 0.81% active; Q92551; AID 1645851; IP6K1 kinase, ADP-Glo luminescence, 2 h; active compounds read low; in the data active = activity change below about -25%
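ADP-Glo luminescence measures ADP made by human IP6K1 during a 2 h RT reaction with ATP/IP6 (mix at 1.3 mM/130 uM); top library doses 57.5 and 19.1 uM final.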
Active calls of the source: *; i = inactive; u = inconclusive; x = no result given; [ ] = remark or other dose. Unless noted, calls follow the shape of the dose curve; as a rule, active = well fitted curve in the direction sought with a large enough effect; inconclusive = small, poorly fitted or top-dose-only effect, or another doubt; inactive = no such curve, though single readings can be large; an effect the other way counts as inactive or inconclusive. Unless noted, % is scaled to controls: 0 for no effect and ±100 for the full control effect. A portion of the library. The share of hits here may be higher or lower than overall.

Preview:
No.	smiles	IP6K1 inh	FLuc inh	NIH3T3 tox	HEK293 tox	GPT2 inhibitor	SNCA viab count	SNCA expr inhib
1	COc1cccc(CN2C[C@@H](F)[C@@H](OCc3nc4ccccc4n3C)C2)n1	-4.6	-0.1%[172 µM]	-23.3%[138 µM]	u	-1.6%[88.5 µM]	0.2%[87.6 µM]	15.5%[87.6 µM]
2	CC1(Cc2ccc3c(c2)OCO3)CCCN(C(=O)N2CCOCC2)C1 (stereo not drawn)	4.6	-13.7%	-17.2%	-28.6%	-2.2%	8.1%	u
3	Oc1ccc([C@H]2COc3cc(O)ccc3C2)cc1	15.3	x	x	x	-8.6%	-12.5%	x
4	CCS(=O)(=O)c1ncc(Cl)c(C(=O)N2CCN(c3cccc(Cl)c3)CC2)n1	-5.6	x	x	x	x	3.55µM*	2.24µM*

Results, repeating the preview:
No.	smiles	IP6K1 inh	FLuc inh	NIH3T3 tox	HEK293 tox	GPT2 inhibitor	SNCA viab count	SNCA expr inhib
1	COc1cccc(CN2C[C@@H](F)[C@@H](OCc3nc4ccccc4n3C)C2)n1	-4.6	-0.1%[172 µM]	-23.3%[138 µM]	u	-1.6%[88.5 µM]	0.2%[87.6 µM]	15.5%[87.6 µM]
2	CC1(Cc2ccc3c(c2)OCO3)CCCN(C(=O)N2CCOCC2)C1 (stereo not drawn)	4.6	-13.7%	-17.2%	-28.6%	-2.2%	8.1%	u
3	Oc1ccc([C@H]2COc3cc(O)ccc3C2)cc1	15.3	x	x	x	-8.6%	-12.5%	x
4	CCS(=O)(=O)c1ncc(Cl)c(C(=O)N2CCN(c3cccc(Cl)c3)CC2)n1	-5.6	x	x	x	x	3.55µM*	2.24µM*
5	CCc1cccc(NC(=O)c2cnc(SC)nc2-c2ccccc2)c1	24.2	x	x	x	x	-16.2%	3.7%
6	CN1CC(=O)N(C2CCC2)Cc2c1ncnc2N1CCCCC1	7.6	x	-13.3%	-4.4%	-17.4%	-6.6%	22.0%
7	CC(=O)c1ccc(O[C@@H]2O[C@H](CO)[C@@H](O)[C@H](O)[C@H]2O)cc1	5.5	x	x	x	i	-1.0%	x
8	COc1ccc(C(=O)N2CCC3(CC2)NC(=O)N(c2ccccc2Cl)N3)cc1F	8.2	1.8%	u	u	u	-2.4%	-17.0%
9	CC(=O)NC1(C)CN(Cc2ccc(-c3cccc(F)c3)nc2)C1	5.5	u	-18.9%[138 µM]	u	-9.8%[88.5 µM]	6.2%[87.6 µM]	8.0%[87.6 µM]
10	C=CCOc1c(OC)ccc2c1CN(CC1CC1)C(=O)CCN2CC(O)COc1ccc(OC)cc1 (stereo not drawn)	-6.8	x	u	39.8µM*	x	x	x
11	COCC(=O)NC1CCC12CCN(S(=O)(=O)c1c(C)nn(C)c1C)CC2 (stereo not drawn)	-4.7	-1.2%	-16.8%	-7.1%	-15.5%	4.5%	-7.1%
12	Cc1ccc2occ(CC(=O)Nc3c(C)cccc3C)c2c1	-0.2	x	x	x	x	2.5%	u

Single entries from the results shown:
In IP6K1 inh, cpd 10 is entered as -6.8
In GPT2 inhibitor, cpd 3 is entered as -8.6%
In GPT2 inhibitor, cpd 6 is entered as -17.4%

New compounds follow.
No.	smiles	IP6K1 inh	FLuc inh	NIH3T3 tox	HEK293 tox	GPT2 inhibitor	SNCA viab count	SNCA expr inhib
13	Cc1cc(NCc2ccc(Cl)cc2)n2cnnc2n1	4.0	x	x	x	x	7.8%	-6.5%
14	CCOC(=O)C1(Cc2cccc(OC)c2)CCCN(Cc2cccc(C)n2)C1 (stereo not drawn)	-2.4	10.0%	2.6%	u	i	-1.7%	-27.3%
15	CC(C)C[C@@H]1N[C@H](C(=O)NCc2ccc(C#N)cc2)Cc2c[nH]c3cccc1c23	-13.3	0.2%[172 µM]	25.1µM*	56.2µM*	-17.3%[88.5 µM]	u	u
16	Cc1ccc(S(=O)(=O)c2cn(Cc3ccccc3)c3cc(N4CCCC4)c(F)cc3c2=O)cc1C	9.8	x	x	x	x	2.0%	-4.2%
17	Cc1ccc(CNC(=O)c2ccc3c(c2)CN(Cc2cccnc2Cl)CCO3)cc1	3.9	x	u	u	3.1%	3.9%	9.9%
18	O=C(NCc1ccc(F)cc1)N1CCC(Oc2ncccc2C(=O)N2CCOCC2)C1 (stereo not drawn)	20.9	10.4%	i	0.3%	i	3.1%	56.7%[activator]
19	COc1ccc(NC(=O)c2c(OC)cc(=O)n3c2CCCC3)cc1OC	-4.1	-2.8%	0.9%	0.4%	i	8.3%	2.2%
20	O=c1[nH]c(=O)n([C@H]2C[C@@H](O)[C@@H](CO)O2)cc1F	x	x	x	x	1.5%	-21.7%	-20.6%
21	CC(=O)N1CCCC1c1nc(C2CN(Cc3ccc(F)c(Cl)c3)C2)no1 (stereo not drawn)	4.7	-2.7%	u	u	i	-2.1%[12.5 µM]	u
22	Cn1cncc1C(=O)N1C[C@@H](COCC2CC2)[C@H](c2ccncc2)C1	-7.4	2.4%	-6.3%	i	i	0.8%	1.7%
23	CCOC(=O)C1=C(C)N=C2SC=C(CC(=O)NC3CC3)N2C1c1cccc([N+](=O)[O-])c1 (stereo not drawn)	3.7	-3.7%	-25.0%	u	i	-17.3%	u
24	COc1ccc(Cl)cc1C(=O)N1CCCN(c2cc(-c3ccccc3)[nH]n2)CC1	11.8	-3.2%	u	u	-31.9%	-2.0%	15.7%

An excerpt from above in order of length of the SMILES, largest number first:
No.	smiles	IP6K1 inh	FLuc inh	NIH3T3 tox	HEK293 tox	GPT2 inhibitor	SNCA viab count	SNCA expr inhib
15	CC(C)C[C@@H]1N[C@H](C(=O)NCc2ccc(C#N)cc2)Cc2c[nH]c3cccc1c23	-13.3	0.2%[172 µM]	25.1µM*	56.2µM*	-17.3%[88.5 µM]	u	u
10	C=CCOc1c(OC)ccc2c1CN(CC1CC1)C(=O)CCN2CC(O)COc1ccc(OC)cc1 (stereo not drawn)	-6.8	x	u	39.8µM*	x	x	x
4	CCS(=O)(=O)c1ncc(Cl)c(C(=O)N2CCN(c3cccc(Cl)c3)CC2)n1	-5.6	x	x	x	x	3.55µM*	2.24µM*
14	CCOC(=O)C1(Cc2cccc(OC)c2)CCCN(Cc2cccc(C)n2)C1 (stereo not drawn)	-2.4	10.0%	2.6%	u	i	-1.7%	-27.3%
5	CCc1cccc(NC(=O)c2cnc(SC)nc2-c2ccccc2)c1	24.2	x	x	x	x	-16.2%	3.7%
12	Cc1ccc2occ(CC(=O)Nc3c(C)cccc3C)c2c1	-0.2	x	x	x	x	2.5%	u
13	Cc1cc(NCc2ccc(Cl)cc2)n2cnnc2n1	4.0	x	x	x	x	7.8%	-6.5%

(next part)
No.	smiles	IP6K1 inh	FLuc inh	NIH3T3 tox	HEK293 tox	GPT2 inhibitor	SNCA viab count	SNCA expr inhib
25	Cc1cc(S(=O)(=O)N2CC(C(=O)NC3CCCCC3)C3(CCOCC3)C2)ccc1F (stereo not drawn)	19.5	2.7%	-23.0%	-7.9%	4.3%	-11.1%	-14.8%
26	CCCCN(CCCC)C(=O)CN(C)S(=O)(=O)c1ccc2c(c1)c(=O)n(C)c(=O)n2C	-6.2	x	x	x	x	6.9%	12.2%
27	CC1=C(C(=O)OCC2CCCCC2)C(c2ccccc2F)CC(=O)N1 (stereo not drawn)	19.1	x	x	x	x	4.6%	0.7%
28	Cc1cc(NC(=O)NCc2ccc3c(c2)CCN3C(=O)c2ccccc2)ccc1Br	26.6	x	x	x	x	11.8%	-7.0%
29	COc1ccc(-c2noc([C@@H]3CCCN3C(=O)c3ccc(F)c(Cl)c3)n2)cc1	1.6	-2.3%	u	u	1.6%	-20.5%	13.1%
30	C=CC(C)(O)CO[C@@H]1O[C@H](CO)[C@@H](O)[C@H](O)[C@H]1O (stereo partly drawn)	8.7	x	x	x	u	-12.8%	x
31	CCN1C(=O)C2(CCN(C(=O)c3c(C)noc3C)CC2)c2ccccc21	2.6	17.7%	-12.2%	3.3%	-3.1%	-2.5%	3.4%
32	O=C(Cc1c[nH]c2ncc(-c3ccccc3)cc12)NCCCn1ccnc1	3.6	-3.9%[172 µM]	u	-7.0%[172 µM]	3.6%[88.5 µM]	4.5%[87.6 µM]	-7.3%[87.6 µM]
33	CCCNC(=O)N1CCC(O)(c2csc(CN3CC[C@@H](O)C3)n2)CC1	15.0	-2.2%[172 µM]	-4.6%[174 µM]	-23.2%[172 µM]	-5.8%[88.5 µM]	-0.3%[87.6 µM]	-4.8%[87.6 µM]
34	CNC(=O)[C@@H]1CN(C(=O)NCc2cccc(OC)c2)C[C@H]1c1n[nH]c(C)n1	-2.1	3.6%	-0.3%	-1.9%	-15.3%	1.9%	5.9%
35	O=C(c1ncoc1C1CC1)N1CCOCC(O)(CN2CCCC2)C1 (stereo not drawn)	-1.9	0.7%	-15.5%	-17.5%	-23.7%	1.4%	-2.5%
36	CCn1ncnc1C(C)NC1CCC2(CCNCC2)CC1 (stereo not drawn)	-9.4	4.8%	1.2%	-12.6%	i	-7.9%	-12.1%
37	O=c1c2c(CO)c(-c3ccccc3)nn2ccn1CCOc1ccccc1	4.6	u	u	u	u	7.4%	65.2%[activator]
38	CCc1cccc(NC(=O)c2ccc3c(c2)N(CC)C2CCCCCN2C3=O)c1 (stereo not drawn)	-13.7	-5.4%	u	31.6µM*	i	-1.8%[12.5 µM]	-6.5%
39	CCN(c1ccc(C)cc1C)S(=O)(=O)c1nnc(NC(=O)c2ccc(F)cc2)s1	-4.8	x	x	x	x	-10.1%	u
40	O=C1NC(=NC2CCCCC2)C2(CCN(CC3CCCCC3)CC2)N1c1cccnc1	-0.8	x	-9.4%	-14.0%	i	16.9%	2.8%
41	CCN1C(=O)C2CC3(CCN(C(=O)Nc4ccc5c(c4)OCCO5)CC3)CN2C1=O (stereo not drawn)	2.5	35.5µM*	-1.6%	-16.1%	-2.0%	3.0%	74.1%[activator]
42	CC(=O)N1CCCC(C(=O)N2CCC(Cc3noc(C)n3)CC2)C1 (stereo not drawn)	16.0	9.8%	-2.1%	3.1%	0.5%	1.7%	1.2%
43	COc1ccc(-c2noc(-c3nc(C4CC4)no3)n2)cc1	-15.0	-15.2%	-11.2%	u	i	-11.8%	84.0%[activator]
44	Cc1ccccc1-c1nc2cnccn2c1NCCC(=O)NC1CCCCC1	9.3	0.0%	0.8%	5.8%	u	29.2%	13.5%
45	O=C(c1cc(C2CC2)nc2onc(C3CCCN3)c12)N1CCC(F)CC1 (stereo not drawn)	-2.8	x	u	0.3%	i	2.3%	72.5%[activator]
46	CCn1ncc(N2CCC(NC(=O)c3cc(C)ccc3C)CC2)cc1=O	9.7	3.9%	-13.3%	-12.5%	2.0%	-25.6%	-26.2%
47	CC(=O)N1CCc2cc(Br)cc(S(=O)(=O)CCC(=O)NCc3ccc(F)cc3)c21	-22.5	x	x	x	x	-26.2%	0.6%
